# FXIa inh mix = inhibitors of human coagulation factor XIa, pooled mixtures. purified FXIa, fluorogenic substrate. inhibition, % at 5 µM. AID 680. actives 0.19% (n = 62,000); in the data active means inhibition above about 20%, passing the limit was not always enough;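 further: each value is inhibition by a whole ten-compound pool holding the compound; 0% = enzyme with no mixture and 100% = wells lacking enzyme; strong numbers were not always called active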
# CatS inh = inhibitors of human cathepsin S | P25774 | recombinant cathepsin S, AMC dipeptide fluorescence, pooled mixtures | inhibition, %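 (tested at 5 µM per compound within 10-compound mixtures)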 | actives 0.06% (n = 62,000) | AID 501; in the data active means inhibition above about 32%, passing the limit was not always enough;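 further: 0% = enzyme without compound and 100% = blank without enzyme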
# Target sequence (P25774 115-331 limits assumed): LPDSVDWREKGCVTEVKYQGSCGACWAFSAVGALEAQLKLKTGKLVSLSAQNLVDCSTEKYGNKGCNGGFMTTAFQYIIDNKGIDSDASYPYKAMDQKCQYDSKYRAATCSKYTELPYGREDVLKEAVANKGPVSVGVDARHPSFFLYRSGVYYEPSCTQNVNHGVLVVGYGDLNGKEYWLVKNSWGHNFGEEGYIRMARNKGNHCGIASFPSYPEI
# CatB mix inh = inhibitors of human cathepsin B in compound mixtures | Purified cathepsin B, AMC dipeptide fluorescence | actives 0.06% (n = 62,000) | inhibition, %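 (ten-compound pools at 5 µM per compound and 50 µM total)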 | P07858; in the data active means inhibition above about 22%, passing the limit was not always enough;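 further: 0% = enzyme without compound and 100% = no enzyme blank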
# AP ELISA ortho = alternative pathway complement inhibition, orthogonal assay; Human serum alternative complement pathway, LPS-coated ELISA, C3 deposition; tested in compound mixtures; inhibition, % at 5 µM; actives 0.08% (n = 62,000);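 active means inhibition above 30% in each of the two pooled mixtures holding the compound, so the lower value exceeds 30%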;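 further: 0% = serum in Mg-EGTA without compound and 100% = EDTA serum blank; some compounds past the cut are filed as inactive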
#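 Assay system: Human serum alternative complement pathway, C3 deposition on LPS-coated wells | Incubation: 1 h serum-compound exposure at 37 °C | Doses: 5 µM per compound in ten-compound mixtures | Read-out: Percent inhibition | Technique: ELISA with HRP anti-human C3 antibody, TMB substrate, absorbance 450 nm | Replication: Two pool placements per compound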
# CatL block = inhibitors of human cathepsin L; inhibition, %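 (tested at 10 µM)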; P07711; purified cathepsin L, fluorogenic substrate, fluorescence; actives 0.17% (n = 58,000); in the data active means inhibition above about 45%;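 further: 0% = enzyme with no compound and 100% = no enzyme blank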
# Ec RNAP inh = Escherichia coli RNA polymerase inhibition; inhibition, %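 (tested at 10 µM)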; P0A8V2; E. coli RNA polymerase, fluorescence transcription assay; actives 0.2% (n = 62,000); in the data active means inhibition above about 20%;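 further: 0% = enzyme without compound and 100% = no enzyme blank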
# CatB block = human cathepsin B inhibition; actives 0.1% (n = 63,000); AID 453; inhibition, %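 (tested at 10 µM)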; purified cathepsin B, fluorogenic substrate, fluorescence; in the data active means inhibition above about 21%;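 further: 0% = enzyme with no compound and 100% = no enzyme blank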
# Cathepsin G inh = cathepsin G (human) inhibition; P08311; purified enzyme, AMC-tetrapeptide fluorescence, pooled mixtures; inhibition, % at 5 µM (by protocol); actives 0.2% (n = 62,000);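 active means inhibition above 20% in each of the two mixture wells holding the compound; inactive means inhibition of 20% or less in either well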;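 further: 0% = enzyme control without mixture and 100% = blank lacking enzyme; strong numbers were not always called active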
# C1s inh = human complement C1s inhibition. P09871. mean inhibition % of two 10-compound mixtures (stronger effect = higher value), % at 5 µM (by protocol). AID 538. actives 0.16% (n = 62,000). purified C1s, fluorogenic AMC substrate, pooled mixtures;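 active means inhibition above 20% in each of the two 10-compound mixture wells holding the compound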;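 further: 0% = enzyme wells lacking compound mixture and 100% = no-enzyme blank wells; some compounds called inactive have numbers as strong as hits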
# Target sequence (P09871 16-437 limits assumed): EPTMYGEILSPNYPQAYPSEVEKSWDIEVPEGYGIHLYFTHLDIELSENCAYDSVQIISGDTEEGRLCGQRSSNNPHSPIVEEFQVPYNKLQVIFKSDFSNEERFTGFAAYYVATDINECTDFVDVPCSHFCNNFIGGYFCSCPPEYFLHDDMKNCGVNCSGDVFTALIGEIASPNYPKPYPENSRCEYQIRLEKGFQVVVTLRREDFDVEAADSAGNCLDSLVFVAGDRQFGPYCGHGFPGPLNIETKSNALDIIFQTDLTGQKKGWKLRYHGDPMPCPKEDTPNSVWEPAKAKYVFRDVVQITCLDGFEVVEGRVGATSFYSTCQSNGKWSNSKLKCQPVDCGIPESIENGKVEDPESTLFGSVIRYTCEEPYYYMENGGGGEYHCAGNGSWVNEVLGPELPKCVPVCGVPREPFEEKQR
# Target sequence (P09871 438-688 limits assumed): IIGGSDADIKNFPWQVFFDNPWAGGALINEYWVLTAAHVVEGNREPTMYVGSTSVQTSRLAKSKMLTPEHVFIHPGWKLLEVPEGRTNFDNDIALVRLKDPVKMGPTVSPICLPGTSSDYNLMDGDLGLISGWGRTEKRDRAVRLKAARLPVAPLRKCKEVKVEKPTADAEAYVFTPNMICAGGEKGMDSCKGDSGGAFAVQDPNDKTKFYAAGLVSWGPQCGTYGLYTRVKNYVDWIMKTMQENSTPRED
# * = called active by the depositor; · = no result given.
# The first 4 compounds, ahead of the listing:
SMILES,FXIa inh mix,CatS inh,CatB mix inh,AP ELISA ortho,CatL block,Ec RNAP inh,CatB block,Cathepsin G inh,C1s inh
Cc1ccc(Cn2nnc3c(=O)n(CC(=O)N4CCCCC4)cnc32)cc1,-6,0,-5,1,7,-6,9,-6,-36
O=C(c1ccc2c(c1)OCCO2)C1CCN(C(=O)c2ccc(F)c(F)c2)CC1,8,-1,2,-3,·,8,4,10,13
CCCC(C)C(=O)Nc1ccc(Cl)cn1 (centres undefined),6,-3,3,25,-4,-3,1,11,21
Cc1nc2sc(C(c3ccco3)N3CCN(C(c4ccccc4)c4ccccc4)CC3)c(O)n2n1 (centres undefined),3,3,5,31,-2,7,1,8,-8

# Main list, from the start:
SMILES,FXIa inh mix,CatS inh,CatB mix inh,AP ELISA ortho,CatL block,Ec RNAP inh,CatB block,Cathepsin G inh,C1s inh
Cc1ccc(Cn2nnc3c(=O)n(CC(=O)N4CCCCC4)cnc32)cc1,-6,0,-5,1,7,-6,9,-6,-36
O=C(c1ccc2c(c1)OCCO2)C1CCN(C(=O)c2ccc(F)c(F)c2)CC1,8,-1,2,-3,·,8,4,10,13
CCCC(C)C(=O)Nc1ccc(Cl)cn1 (centres undefined),6,-3,3,25,-4,-3,1,11,21
Cc1nc2sc(C(c3ccco3)N3CCN(C(c4ccccc4)c4ccccc4)CC3)c(O)n2n1 (centres undefined),3,3,5,31,-2,7,1,8,-8
CCSc1nnc2c(n1)OC=Nc1ccc(Br)cc1-2,0,-8,-9,9,-1,3,2,7,-2
O=C(CSc1ncn[nH]1)Nc1ccc(Cl)c(Cl)c1,2,-8,-8,5,3,-1,0,-4,-39
CCOC(=O)C1CCN(C(=O)CN2C(=O)C(CC)Oc3ccccc32)CC1 (centres undefined),5,0,2,24,-13,-1,2,14,15
O=C1C=C(O)CC(c2ccc(Cl)cc2)C1 (centres undefined),1,3,4,-2,9,12,3,12,0
Cc1ccccc1-n1c(-c2ccncc2)n[nH]c1=S,5,10,4,2,11,2,8,-4,-27
COCn1c(-c2ccc(OC)c(OC)c2)nc2ccccc21,5,1,1,10,6,6,2,7,10
CCOC(=O)N1CCN(C(=O)CN(c2ccc(Oc3ccccc3)cc2)S(C)(=O)=O)CC1,0,1,-10,7,14,9,4,2,-48
O=C(O)CCCC(=O)NCCc1cccc(Cl)c1,0,6,1,-15,-1,-7,1,-9,-6
COc1ccc(C(=O)N2CCN(C3CCCCC3)CC2)c(OC)c1,3,-3,5,-5,0,-1,2,0,-2
COc1ccccc1-n1cnc2cc(NS(=O)(=O)c3ccccc3)ccc21,6,10,5,-2,14,12,2,9,14
CC(CCc1ccccc1)NC(=O)c1ccc(Br)o1 (centres undefined),-15,-7,-2,7,7,5,-5,-4,-110
O=C(CCS(=O)(=O)c1ccccc1)Nc1nccs1,1,-4,2,29,·,3,2,8,6
Cc1ccc(C(CC(=O)c2ccco2)SCCO)cc1 (centres undefined),1,1,2,7,·,8,-1,-1,-16
CC(C)Cn1c(=O)c(C(=O)NCc2ccccn2)c(O)c2ccccc21,4,-2,3,1,13,11,2,7,14
CC(Sc1nnnn1-c1ccccc1)C(=O)Nc1ccc(Cl)cn1 (centres undefined),15,11,2,-5,13,2,-1,4,5
O=c1oc2ccccc2n1CCCCCn1c(=O)oc2ccccc21,-26,-8,-16,-1,-4,·,-5,-25,-175

# 2 records picked at random from the list so far, as already listed:
SMILES,FXIa inh mix,CatS inh,CatB mix inh,AP ELISA ortho,CatL block,Ec RNAP inh,CatB block,Cathepsin G inh,C1s inh
O=C(CSc1ncn[nH]1)Nc1ccc(Cl)c(Cl)c1,2,-8,-8,5,3,-1,0,-4,-39
O=c1oc2ccccc2n1CCCCCn1c(=O)oc2ccccc21,-26,-8,-16,-1,-4,·,-5,-25,-175

# Next part
SMILES,FXIa inh mix,CatS inh,CatB mix inh,AP ELISA ortho,CatL block,Ec RNAP inh,CatB block,Cathepsin G inh,C1s inh
O=C(Nc1ccc2c(c1)nc1n2CCOC1)c1ccccc1,5,7,4,9,-3,3,1,10,12
CNC(=O)COC(=O)c1cc(F)c(F)cc1Cl,0,-1,3,9,7,-3,5,8,6
CCn1c(Cc2ccccc2)nnc1SCC(=O)Nc1ccc2c(c1)OCO2,-14,-23,-4,7,2,5,-2,-48,-141
Cc1sc2ncnc(NCC(c3ccco3)N(C)C)c2c1C (centres undefined),-4,-20,-4,14,-4,3,-5,-12,-62
COc1ccccc1OCc1nnc(SCC(=O)N2CCCCC2)n1-c1ccccc1,6,-5,3,14,18,2,0,8,12
CC(=O)NC1CC2CCC(C1)N2Cc1ccc(C)cc1 (centres undefined),32,2,2,27,10,6,2,22,25
CCN(c1ccccc1)S(=O)(=O)c1ccc(F)cc1C,0,2,1,-2,0,5,2,-11,3
CN(C)c1ccc(C(=S)N2CCOCC2)cc1Br,3,3,5,-14,12,·,4,-11,-18
O=C(NCC1CCCO1)c1cc2n(n1)C(C(F)(F)F)CC(c1ccc(Br)cc1)N2 (centres undefined),2,5,5,-6,8,9,4,12,11
CCOC(=O)N1CCN(C(=O)C2CCC(C(=O)N3CCN(C(=O)OCC)CC3)CC2)CC1 (centres undefined),1,3,3,7,4,3,1,8,5
Cc1ccc2nsnc2c1S(=O)(=O)N(Cc1cc2cccc(C)c2[nH]c1=O)CC1CCCO1 (centres undefined),2,3,9,5,7,6,1,13,-7
N=c1c[n+](N2CCOCC2)[n-]o1,2,1,8,9,-3,10,0,4,3
Cc1cc(SCNC(=O)c2ccccc2)ncn1,5,-4,-2,12,-5,-8,-1,-3,-1
CCN(CC)C(=O)COc1ccc(-c2nnc(N3CCCCC3)c3ccccc23)cc1,7,-6,-1,12,-3,0,5,7,1
CCOC(=O)c1csc(NC(=O)C(C)(C)C)n1,2,-1,2,10,0,2,1,-4,-15
O=C(c1cccnc1NCc1ccccc1)N1CCOCC1,-1,18,1,-20,-2,-10,1,-5,-40
NC(=O)c1ccccc1NS(=O)(=O)c1cccs1,9,7,3,13,15,4,3,8,-16
O=C(Oc1ccc2c(c1)OCO2)c1ccc(F)cc1Cl,10,2,4,10,·,8,7,10,13
O=C1NCCN1Cc1ccccc1F,-2,10,0,10,19,8,4,9,2
CN(C)S(=O)(=O)N1CCN(S(=O)(=O)c2ccccc2)CC1,2,5,3,-7,9,6,1,10,6
O=C(Nc1ccc(Cl)cc1)N1CCN(c2ccc3nnc(-c4ccc(F)cc4)n3n2)CC1,6,-1,6,10,-3,8,2,11,15
COC(=O)c1c(-c2cccs2)csc1NC(=O)c1cccnc1,6,-5,16,8,-12,7,2,7,6
COc1ccc(-c2nnc(SCC(=O)Nc3ccc(C)cc3)n2C)cc1,8,-7,3,17,-14,3,-5,-1,3
O=C(COC(=O)C(O)c1ccccc1)NC12CC3CC(CC(C3)C1)C2 (centres undefined),2,0,6,-12,2,4,0,0,3
CCOC(=O)Cc1csc(NC(=O)c2ccc(S(=O)(=O)N3CCCC3)cc2)n1,7,1,1,4,-4,1,-2,-7,3
C=C(C)CSC1=C(C#N)C(c2ccccc2Cl)CC(=O)N1 (centres undefined),-3,-8,-2,12,-7,1,-6,-7,-14
COc1ccc(C2C(=O)N(C3CCCCC3)CC(=O)N2C2CCCC2)cc1 (centres undefined),0,3,-1,4,8,4,6,11,12
O=C(O)CCC1(C(=O)O)OCCc2ccccc21 (centres undefined),2,10,5,13,10,10,-4,8,0
O=C(Nc1ccc2c(c1)OCCO2)c1ccc2nccnc2c1,8,-4,5,14,-5,10,-1,11,13
CN1CCc2c(sc3c2c(=O)n(-c2ccc(Cl)cc2)c2nncn32)C1,6,5,-7,-3,·,3,-2,0,-31
Cc1ccc(NC(=O)Cn2cccc2)cc1Cl,0,-4,-9,9,0,8,0,10,4
COc1ccc(OC)c(C2=NOC(C(=O)NCc3ccccn3)C2)c1 (centres undefined),0,2,2,9,10,4,2,8,3
COCCCn1cnc2c(c1=O)c1nc3ccccc3nc1n2CCc1ccccc1,7,18,-1,8,-100,-10,-2,-3,-55
COc1ccc(CN2CCN(S(=O)(=O)c3ccc(F)cc3)CC2)cc1OC,3,2,2,9,38,5,7,8,10
CC(C(=O)NCc1cccs1)n1cccc1 (centres undefined),-4,-3,3,14,-1,2,1,8,53
CCCS(=O)(=O)N1CCN(C(=O)c2cc(OC)cc(OC)c2)CC1,23,0,1,-5,1,4,1,34,13
Cc1ccccc1CS(=O)(=O)Cc1ccc(C(=O)NCc2ccccn2)o1,14,12,-1,4,13,1,5,27,3
CCNC(=O)CSc1nc2ccccc2c(=O)n1CCCOC(C)C,3,-6,-1,6,24,4,6,8,14
CCNc1nc(NCC)nc(-n2nc(C)cc2C)n1,8,0,7,15,2,8,0,2,-21
Cc1noc(C)c1COC(=O)C1COc2ccccc2O1 (centres undefined),9,8,4,6,·,8,4,10,12
O=C(c1ccncc1)N1CCN(C(=O)c2ccco2)CC1,3,4,1,8,13,9,7,11,-1
CC(=O)c1c(C)nn(C(C)CC(=O)O)c1C (centres undefined),2,9,3,5,27,8,4,-3,-4
CCOC(=O)NCc1ccc2[nH]c(C)cc2c1,7,14,7,29,-4,5,2,6,9
O=C(CCn1c(=O)c2sccc2n(Cc2cc(=O)n3ccccc3n2)c1=O)NCc1ccco1,4,-5,1,14,1,3,2,8,4
Oc1c(C(c2ccccc2)N2CCCCC2)sc2ncnn12 (centres undefined),9,-6,0,7,·,6,2,7,14
O=C(CN1C(=O)c2ccccc2C1=O)OCC(=O)N1CCc2ccccc2C1,0,4,-5,-1,-17,3,3,6,3
CNC(=O)/C(=N\O)c1ccccc1,-3,-14,-14,11,2,-2,-3,-2,-26
Cc1ccc(NC(=O)CS(=O)CC(=O)N(C2CCCC2)C(C)C(=O)NC2CCCCC2)cc1 (centres undefined),-30,-15,-4,-1,2,4,-2,-19,-64
O=C1N(CN2C(=O)C3(OCCO3)c3ccccc32)c2ccccc2C12OCCO2,3,-2,-4,21,7,-2,-2,-1,-11
COc1ccccc1-c1nc(SCC(=O)O)n[nH]1,-1,15,4,-12,-4,3,10,-7,-15
# Other records follow.
SMILES,FXIa inh mix,CatS inh,CatB mix inh,AP ELISA ortho,CatL block,Ec RNAP inh,CatB block,Cathepsin G inh,C1s inh
CN(C)C(=O)CSc1nc(SCC(=O)N(C)C)n(-c2ccccc2)n1,12,9,3,13,16,3,4,12,13
COc1ccc(-n2nnnc2SCC(=O)N2C(C)CCCC2C)c(OC)c1 (centres undefined),6,-4,0,-7,-4,1,0,-9,-19
O=c1cc(Nc2ccc3c(c2)OCCO3)[nH]c(=O)n1-c1ccc(Cl)cc1,-1,10,2,5,4,0,7,-3,-7
O=C(NC1CCCCCCC1)c1cnccn1,-6,1,1,1,10,9,7,10,-13
CCOC(=O)N1CCC(NC(=O)Cn2ncc3c4ccccc4n(C)c3c2=O)CC1,9,7,-1,3,-2,-3,1,2,3
O=C(NCCCN1CCOCC1)C1CC(=O)N(C2CCCCC2)C1 (centres undefined),9,-8,2,23,-2,3,0,9,31
COc1ccc(S(=O)(=O)N2CCSC2c2ccccc2)cc1 (centres undefined),-5,-10,-8,10,-7,4,0,6,-17
COc1ccc(C(=O)N2CCC(C(=O)Nc3ccccc3OC)CC2)cc1,4,-5,6,14,-6,1,1,8,12
COc1nc(-c2ccccc2)ccc1-c1noc(-c2ccccc2)n1,5,10,3,9,0,·,3,-4,1
Cc1cccc(Cn2c(N3CCCCC3C)nc3c2c(=O)[nH]c(=O)n3C)c1 (centres undefined),-2,2,8,37,-3,2,1,7,-21
OCc1nc2ccccc2n1CC(O)Cn1ccc2ccccc21 (centres undefined),1,9,4,-4,2,9,4,12,5
Cc1cccc(N2CCN(C(=O)c3cn(C)c(=O)c4c3c3ccccc3n4C)CC2)c1C,2,-4,4,16,-5,5,2,10,9
O=C(COC(=O)c1ccccn1)Nc1ccccc1Cl,22,2,1,25,5,1,2,24,1

# Only part of the results is shown, so the mix of outcomes need not match the whole.
